# Kir21 inh – inhibitors of mouse Kir2.1 inward-rectifier potassium channel. Inward rectifier potassium channel 2 (Mus musculus), P35561. HEK293-Kir2.1, FluxOR thallium flux fluorescence; hits give low values. B-score at 10 µM. 0.85% of 310,000 active;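 active = fluorescence ratio B-score at or below minus 3 SD of library scores, with starting-brightness B-score within 2 SD, cut at about -4.2 in these data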;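 note: channel flux triggered by added potassium and thallium sulfate stimulus; B-score of peak minus minimum fluorescence over baseline after thallium stimulus; more negative B-score means stronger Kir2.1 block with less thallium influx; some compounds called inactive have numbers as strong as hits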
# Target sequence (P35561 whole entry, looked up): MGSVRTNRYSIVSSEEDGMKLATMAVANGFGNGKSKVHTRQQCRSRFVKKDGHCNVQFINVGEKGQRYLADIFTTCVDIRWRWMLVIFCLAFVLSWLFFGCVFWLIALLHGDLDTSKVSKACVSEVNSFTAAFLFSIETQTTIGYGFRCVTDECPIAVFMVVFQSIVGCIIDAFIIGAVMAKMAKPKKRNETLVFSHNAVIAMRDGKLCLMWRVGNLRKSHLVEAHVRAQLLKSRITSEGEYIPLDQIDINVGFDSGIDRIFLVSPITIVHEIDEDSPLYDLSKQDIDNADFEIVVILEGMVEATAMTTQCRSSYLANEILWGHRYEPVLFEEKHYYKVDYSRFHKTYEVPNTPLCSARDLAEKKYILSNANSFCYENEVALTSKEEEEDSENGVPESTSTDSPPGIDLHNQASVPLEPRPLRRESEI
# KCNQ2 block – KCNQ2 potassium channel inhibitors, primary screen, cell-based, CHO-K1, FluxOR thallium flux, B-score (AID 2156) | Potassium voltage-gated channel subfamily KQT member 2 (Rattus norvegicus), O88943 | 20 min; hits give low values | B-score at 10 µM | 1.1% of 310,000 active;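 active = fluorescence ratio B-score at most minus 3 library SDs, with starting brightness B-score within 2 library SDs, cut at about -5.5 in these data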
# Numbers without * were called inactive; i = inactive. Random draw from the library (roughly 1.8% active in at least one column).
Kir21 inh | KCNQ2 block | mol
1.5 | i | NC(=O)C1(N2CCCCC2)CCN(C(=S)NC2CCCC2)CC1
0.12 | i | COc1ccc(S(=O)(=O)N2CCN(Cc3ccc4c(c3)OCO4)CC2)cc1
-1.7 | i | COc1ccc(C)cc1S(=O)(=O)Nc1ccc(F)cc1
0.91 | i | O=C(NCCC1=CCCCC1)c1cccc(S(=O)(=O)N2CCCCC2)c1
-1.1 | i | O=C(CCCn1ncn2c(cc3occc32)c1=O)NCc1ccccc1F
-0.38 | i | Cc1cc2oc(=O)sc2cc1NS(=O)(=O)c1ccccc1
-0.11 | i | O=C1CCCc2c1cc(-c1ccccc1)n2-c1ccccc1
0.52 | i | CCOC(=O)c1ccc2ncc(-c3ccccc3)nc2c1
-2.3 | i | CC(Nc1cc(C)cc(C)c1)=[N+](C)CCNS(=O)(=O)c1ccc(Cl)cc1
-0.63 | i | O=C(NCCCn1ccnc1)c1ccc(COc2ccccc2)o1
1.3 | i | CN(c1ccccc1)S(=O)(=O)c1cccc(NC(=O)C2CC(=O)N(Cc3ccccc3)C2)c1 (stereo not drawn)
0.01 | i | CCOC(=O)c1ccc(NC(=O)c2ccc(NC(=O)c3ccccc3)cc2)cc1
1.7 | i | CCOC(=O)N1CCN(Cc2nc(C3CC3)no2)CC1
0.47 | i | COc1ccc(OC)c(/C=N/Nc2cc(C)nc(N3CCOCC3)n2)c1
0.59 | i | CC1CCCC(C)N1C(=O)c1ccccc1Nc1ccc(SC(F)F)cc1 (stereo not drawn)
-0.53 | i | CCC(C)NCC(=O)Nc1ccc(S(N)(=O)=O)cc1 (stereo not drawn)
-0.33 | i | N#Cc1ccccc1COc1ccc(/C=C/C(=O)O)cc1
-0.11 | i | CC1(c2ccccc2)CC(C)(C)N(C(=O)c2cc([N+](=O)[O-])cc([N+](=O)[O-])c2)c2ccccc21 (stereo not drawn)
1.8 | i | Cc1[nH][nH]c(=O)c1C(c1cc([N+](=O)[O-])ccc1O)c1c(C)[nH][nH]c1=O
-1.1 | i | COc1ccc(OCCOC(=O)c2cccc(-n3cnnn3)c2)cc1
0.19 | i | O=C(COc1ccccc1)Nc1cc2c3c(c1)CC(=O)N3CCC2
-0.02 | i | Cc1ccc(-c2nc(-c3ccncc3)no2)c(C)c1
0.4 | i | Cc1cccc(C)c1N1CCN(c2cc(Cl)nc(N)n2)CC1
0.18 | i | CC1CC(C)CN(S(=O)(=O)c2ccc(C(=O)N3CCCC3)cc2)C1 (stereo not drawn)
2.5 | i | O=C(CSc1nnc(-c2ccco2)o1)c1ccc(O)cc1O
0.26 | i | CCC(=O)c1c[nH]c(C(=O)NCc2cccc(C(F)(F)F)c2)c1
-0.7 | i | COc1cccc(CCNC(=O)CCc2nnc(-c3ccc4c(c3)OCO4)o2)c1
-0.75 | i | COc1cccc(-c2nc(CS(=O)(=O)CC(=O)NCc3ccc4c(c3)OCO4)c(C)o2)c1
0.03 | i | Cc1nn(C)c(C)c1S(=O)(=O)N(CC(=O)N1CCc2ccccc2C1)c1ccc(C(C)C)cc1
-0.21 | i | Cc1cc2nc(Sc3c([N+](=O)[O-])nc(C)n3Cc3ccccc3)[nH]c2cc1C
-0.57 | i | CCN(C(=O)CSc1nc2ccccc2o1)c1c(N)n(Cc2ccccc2)c(=O)[nH]c1=O
-0.3 | i | Cc1ccc2nc(NC(=S)NC(=O)c3ccco3)sc2c1
0.67 | i | N#CC1(NC(=O)COC(=O)c2cc([N+](=O)[O-])ccc2N2CCOCC2)CCCCC1
0.08 | i | Oc1ccc(-c2cn3ccccc3n2)cc1
-0.22 | i | Cc1occc1C(=O)N(C)CC1CCCN(CCc2ccccc2F)C1 (stereo not drawn)
-12* | i | Cc1ccc(C(C[N+](=O)[O-])c2c(C)[nH]n(-c3ccccc3)c2=O)cc1 (stereo not drawn)
-1.4 | i | O=C(COC(=O)c1cc([N+](=O)[O-])ccc1N1CCOCC1)Nc1c(Cl)cccc1C(F)(F)F
-0.03 | i | COc1ccc(NC(=O)Cn2cnc3c(cnn3-c3ccc(C)c(C)c3)c2=O)c(OC)c1
1.5 | i | COc1cc([N+](=O)[O-])ccc1NC(=O)Cc1ccc(C)cc1
-4.2 | i | Cc1cc(NC(=O)C(C)SCC(=O)Nc2ccccc2N2CCCCC2)no1 (stereo not drawn)
-0.27 | i | CCn1c(C)cc2c(c1=O)C(c1ccc3c(c1)OCO3)C(C#N)=C(N)O2 (stereo not drawn)
1.6 | i | O=C(NCCc1ccccn1)C(F)(F)C(F)(F)C(F)(F)C(F)(F)C(F)(F)C(F)(F)C(F)(F)C(F)F
0.17 | i | O=[N+]([O-])c1ccccc1/C=C/CN1CCC(O)CC1
0.03 | i | CC(C)NC(=O)NC(=O)CSc1nnc(-c2c[nH]c3ccccc23)o1
-1.2 | i | O=C(Nc1ccccn1)c1ccc(Cl)s1
-2.9 | i | CCNC(=O)NC(=O)C(C)Sc1nc2ccccc2n1CC(C)C (stereo not drawn)
0.06 | i | COc1ccc(C2CC(c3ccc4ccccc4c3)=NN2C(=O)CN2C(=O)CCC2=O)cc1 (stereo not drawn)
1.1 | i | CCOC(=O)c1ccc(NC(=O)N2CCN(c3ccccn3)CC2)cc1
0 | i | O=C(c1ccc[nH]c1=S)N1CCN(S(=O)(=O)c2ccc(Br)cc2Cl)CC1
0.34 | i | CC(=O)NC(Nc1c(C)n(C)n(-c2ccccc2)c1=O)C(Cl)(Cl)Cl (stereo not drawn)
-0.18 | i | CC1(C)Cc2c(C#N)c(NCCN3CCOCC3)nc(-c3ccccc3)c2CO1
-1.7 | i | COc1ccccc1-c1nnc(Nc2nc3c(OC)cccc3s2)o1
-0.93 | i | COCCCNC(=O)CN(Cc1ccccc1)S(=O)(=O)c1ccccc1
0.16 | i | O=C(CN1CCCC1)N1CCCC(c2ccc(F)cc2)c2ccc(F)cc21 (stereo not drawn)
-0.72 | i | Cc1ccc2cc3cc(C(=O)N4CCCCCC4)oc3nc2c1
0.36 | i | CCCn1c(C(CO)Nc2nc(C)cs2)nc2ccccc21 (stereo not drawn)
-2.7 | i | COc1ccccc1C1=NNC(=Nc2cccc(S(=O)(=O)N(C)C)c2)SC1
2 | i | Cc1ccc(-c2nc(CS(=O)CC(=O)NCCN3CCCCC3C)c(C)o2)cc1 (stereo not drawn)
1.6 | i | Cc1ccc(S(=O)(=O)NCC(=O)N(CC(=O)NC(C)(C)C)Cc2ccc3c(c2)OCO3)cc1
-0.35 | i | Cc1cc(=O)[nH]c(SCC(=O)NCCOc2ccccc2)n1

# (listing goes on)
Kir21 inh | KCNQ2 block | mol
0.14 | i | Cc1ccc2c(c1)C(=O)N(CCCCO)C2=O
-0.31 | i | CN(Cc1ccco1)C(=O)C(Cc1ccccc1)NS(=O)(=O)c1ccc2c(c1)CCC(=O)N2 (stereo not drawn)
-1 | i | CCOP(=O)(c1ccccc1)C(O)c1ccc(Br)cc1 (stereo not drawn)
1.6 | i | Cc1nc(-c2ccc(S(=O)(=O)Nc3ccccc3C)cc2)co1
0.98 | i | O=C(CSCc1ccccc1)Nc1ccc(Cl)cn1
1.6 | i | COc1ccc(CN2CCNC(=O)C2CC(=O)N(C)Cc2ccon2)c(OC)c1 (stereo not drawn)
-0.52 | i | Cc1ccc2nc(-c3cccc(Br)c3)cc(C(=O)NC3CC3)c2c1
-0.83 | i | N#Cc1ccc(S(=O)(=O)NC2CC2)cc1
1.4 | i | O=C(NCc1ccccc1Cl)C1CCN(S(=O)(=O)c2ccc(F)cc2)CC1
-0.57 | i | O=C(Nc1c2n(c(=S)n(-c3ccccc3)c1=O)CCCCC2)c1ccccc1
-1.1 | i | Cc1ccc(C)c(N2CCN(C(=O)c3ccc4nc(-c5ccco5)c(-c5ccco5)nc4c3)CC2)c1
1 | i | COc1ccc(Cl)cc1NC(=O)c1cc(-c2ccco2)on1
0.01 | i | CC1CCN(C(=O)CCCC(=O)O)CC1
-1.1 | i | CC(=O)Nc1ccc(S(=O)(=O)Nc2cc3c(cc2C(C)=O)OCO3)cc1
0.6 | i | CC(C)C(=O)Nc1ccc(NC(=O)CCc2ccccc2)cn1
-1.4 | i | N#CC1=C2SCN(Cc3ccccc3)CN2C(=O)CC1c1cccs1 (stereo not drawn)
-0.81 | i | CCCCc1cc(=O)oc2cc(C)cc(OC(C)C(=O)NCc3cccnc3)c12 (stereo not drawn)
0.14 | i | CCOC(=O)Cc1csc(N/N=C/c2ccc(C(F)(F)F)cc2)n1
-0.26 | i | Cc1ccc(CCC(=O)Nc2ccc([N+](=O)[O-])cc2Cl)o1
0.57 | i | COc1ccc(C2OC(=O)CC2C(=O)NC2CCCC(C)C2C)cc1OC (stereo not drawn)
0.28 | i | Cc1ccc(-n2nnnc2SCC(=O)Nc2c(C)n(C)n(-c3ccccc3)c2=O)cc1
-2.5 | i | Cc1ccc(-n2c3nc(=O)[nH]c(=O)c-3cc3cc([N+](=O)[O-])ccc32)cc1
-0.24 | i | O=C(Nc1nccs1)NC1CCCCC1
-1.3 | i | CN(C)S(=O)(=O)c1ccc(/C(O)=C2/C(=O)C(=O)N(CCCN3CCOCC3)C2c2ccncc2)cc1 (stereo not drawn)
0.11 | i | COc1ccc(C(=O)C2CCCN(C(=O)c3cc(C4CC4)[nH]n3)C2)c(C)c1 (stereo not drawn)
0.59 | i | Cc1ccc(O)c(C(=O)c2cnc3c(c2)c(=O)n(C)c(=O)n3C)c1
-1.3 | i | CCCNS(=O)(=O)c1cc(CN2C(=O)c3cccnc3C2=O)ccc1OC
-0.41 | i | Cc1cccc(C(=O)NCCCn2ccnc2)c1C
-0.04 | i | CCC(=O)n1nc(-c2cccnc2)nc1NCc1ccc(OC)cc1
0.12 | i | O=C1CN2C(=N1)N(Cc1ccccc1)c1ccccc12
0.83 | i | CCOCCCNC(=S)N1CCC(C(=O)c2ccc3c(c2)OCCO3)CC1
-2.6 | i | COc1ccc(NC(=O)CSCC(=O)N(C)Cc2c(F)cccc2Cl)cc1
0.64 | i | CC1CC(C)(C)NC(=S)N1CC(=O)NCc1ccc2c(c1)OCO2 (stereo not drawn)
0 | i | COc1ccc(C)cc1NC(=O)C1CCCN(S(=O)(=O)c2cccs2)C1 (stereo not drawn)
-0.18 | i | CCOc1ccccc1NC(=O)c1cc(C(=O)c2cc(OC)ccc2O)coc1=N
1 | i | Cc1ccc(NC(=O)CSc2nnc(-c3ccncc3)n2N)cc1C
1.1 | i | CC(=O)N(CCO)Cc1cc2cc(C)cc(C)c2[nH]c1=O
1.7 | i | O=C(NC(=S)Nc1cccc(O)c1)c1cncc(Br)c1
-0.68 | i | Cc1[nH]nc2nc3c(c(OC(=O)c4ccccc4)c12)c(=O)n(C)c(=O)n3C
0.86 | i | CN(O)/C=C/C(=O)c1ccc(Br)cc1
-0.42 | i | Oc1c(Br)cc(C=Nc2ccc3nc(-c4ccccc4)[nH]c3c2)c(O)c1Br
-2.5 | i | Fc1ccccc1Sc1ccccc1CNC1=NCCN1
-0.23 | i | CC(C)Oc1ccccc1/C=N/Nc1ccccc1[N+](=O)[O-]
-0.87 | -5.8* | Cc1cccc(OCC(=O)Nc2ccccc2N2CCN(C(=O)C(C)C)CC2)c1C
-0.68 | i | O=C1c2cccnc2C(=O)N1c1cccc(-c2nc3ccccc3o2)c1
-2 | i | CCOC(=O)C(C(=O)N(C)Cc1ccccc1)C1CCCCC1 (stereo not drawn)
0.38 | i | Cc1ccc(-n2ncc3c2CC(C)(C)CC3NC(=O)c2c(C)noc2C)cc1 (stereo not drawn)
-1.6 | i | O=C(COC(=O)C1CC1)NC(=O)NCc1ccccc1
0.58 | i | COC(=O)C1=C(C)NC(=O)NC1c1ccc(N2CCC(c3ccccc3)=N2)cc1 (stereo not drawn)
0.08 | i | O=C(O)CC(O)C(=O)O (stereo not drawn)
0.19 | i | COc1cc(O)ccc1C(=O)CCc1ccc(O)cc1
1.7 | i | COc1ccc(-c2nc3ccccc3nc2-c2ccccc2)cc1
3.6 | i | COc1cc(NC(=O)c2cnc(N)s2)cc(C(=O)Nc2cccc(C(F)(F)F)c2)c1
1.1 | i | Cc1ccc(C(=O)CSc2nnc(CNc3ccc(F)cc3)o2)cc1
0.74 | i | Cc1cc2c(ncn2C(C)C)c(N)c1C
-5.5* | i | CC1CCN(CCCCOc2ccc(C(=O)c3ccccc3)cc2)CC1
0.24 | i | CCOC(=O)c1sc(N)c(C(=O)OCC)c1C
0.3 | i | CC(=O)Nc1cc(C(=O)N2CCc3ccccc3C2)ccc1Sc1ccc(F)cc1
1.4 | i | O=C(N=C1SC2CS(=O)(=O)CC2N1c1cc(Cl)ccc1Cl)C1CC1 (stereo not drawn)
